# ASM inhibitor – blocks human secretory acid sphingomyelinase. actives 0.006% (n = 340,000). AID 504937. placental ASM, HMU-PC fluorogenic substrate, 60 min. Potency, µM (top dose mostly 57.5 µM), for the others: at the top dose activity change, negative = inhibition, most hits filed as inhibitors. P17405; also: potency is read from the fitted curve at half-maximal effect
#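 Steps: dispense placental human ASM, pin compound, wait 10 min at room temperature, add HMU-PC0 substrate at 9 uM final, incubate 60 min at 37 °C, add stop solution raising pH to 10, read fluorescence.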
# AT treatment – potential ataxia-telangiectasia treatments restoring KAP-1 phosphorylation. actives 0.19% (n = 320,000). […] A-T fibroblasts, KAP-1 phosphorylation AlphaLISA; neocarzinostatin DNA damage 30 min before lysis. AID 485349. Potency, µM (highest dose often 57.5 µM), for the others: top-dose activation, most hits filed as activators; also: potency is read from the fitted curve at half-maximal effect; % of control where 0% means no effect; nearly all actives have a fitted effect of over 45% in size
#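 hTERT-immortalized A-T patient fibroblasts ([…]), 500 cells/well in OPTI-MEM, 1% FBS, got compounds for 60 min, then NCS for 30 min at 37C. Lysates were then assayed for phospho-KAP-1 by AlphaLISA (anti-pKAP1 donor, anti-KAP1 acceptor beads), 6 hr at 25C.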
# TCR act – activates T cell receptor signaling; primary human leukocytes, anti-CD3, IL-2 HTRF, 48 h; Potency, µM (highest dose often 9.22 µM), for the others: top-dose activation of IL-2 secretion, actives largely listed as activators; 330,000 tested, under 10 active; also: % of control where 0% means no effect
#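 Primary human leukocytes receive a-CD3 beads and test compound and are incubated 48 hr. Secreted IL-2 is then assayed by HTRF, measuring 665nm acceptor emission after 320nm excitation of the europium donor.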
# ELG1 DNA repair – ELG1-dependent DNA repair inhibition. Potency, µM (titrated, usually from 46.1 µM), inactives show at the highest dose activity change, negative = inhibition, most hits filed as inhibitors. AID 504467. HEK293T ELG1-luciferase reporter, luminescence, 16 h; DNA damage induced by 5-fluorouridine. actives 2.3% (n = 330,000); also: potency is read from the fitted curve at half-maximal effect; % is scaled to controls: 0 for no effect and ±100 for the full control effect; nearly all actives have a fitted effect of over 55% in size
#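 HEK293T cells expressing luciferase-tagged ELG1 (2,000/well) received 5-Fluorouridine plus compound or DMSO for 16 hr at 37 °C. Luciferase was read by ONE-Glo luminescence after 30 min at room temperature.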
# TSHR antagonist – blocks TSH signaling through the human TSH receptor; TSHR-expressing cells, TSH-stimulated cAMP HTRF, 2 h; hits give low values; actives 0.2% (n = 330,000); AID 504810; activity change, negative = inhibition, % at 11.5 µM; P16473;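 active = activity change below a set negative limit, meaning inhibition stronger than a set level, cut at about -70% in these data; inconclusive = activity change between two set negative limits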; also: % is scaled to controls: 0 for no effect and ±100 for the full control effect
#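 Cell-based HTRF cAMP assay; TSHR cells + compound, TSH EC80 (4nM final), 2 h, 37 deg C. Lysis with anti-cAMP cryptate and cAMP-d2, 30 min RT, read 665/620 nm.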
# a7 integrin act – activators of alpha7 integrin expression for muscular dystrophy | alpha7betagal myoblasts, beta-gal FDG fluorescence, 48 h | Potency, µM (series often up to 38.3 µM), for inactives: at the top dose activation, hits mostly activators | actives 0.064% (n = 350,000) | AID 624291;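 also: potency is read from the fitted curve at half-maximal effect; 100% = response of the positive control SU9516; nearly all actives have a fitted effect of over 60% in size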
#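 alpha7betagal+/- myoblasts (passage 13, 250/well) treated 48 h at 37C with compounds at 1:260 dilution of DMSO stock. Lysed, then beta-galactosidase activity read as FDG fluorescence (ex 480/em 540) after 30 min, with pre-read for autofluorescence.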
# Eya2 inh – Eya2 (human) phosphatase inhibition | O00167 | recombinant Eya2, OMFP fluorescence dephosphorylation (OMFP is methylfluorescein phosphate) | Potency, µM (titrated, usually from 76.9 µM), for the others: at the highest dose activity, negative = inhibition, hits mostly inhibitors | actives 0.006% (n = 330,000); also: potency is read from the fitted curve at half-maximal effect; % is scaled to controls: 0 for no effect and ±100 for the full control effect
# Target sequence (O00167 whole entry, looked up): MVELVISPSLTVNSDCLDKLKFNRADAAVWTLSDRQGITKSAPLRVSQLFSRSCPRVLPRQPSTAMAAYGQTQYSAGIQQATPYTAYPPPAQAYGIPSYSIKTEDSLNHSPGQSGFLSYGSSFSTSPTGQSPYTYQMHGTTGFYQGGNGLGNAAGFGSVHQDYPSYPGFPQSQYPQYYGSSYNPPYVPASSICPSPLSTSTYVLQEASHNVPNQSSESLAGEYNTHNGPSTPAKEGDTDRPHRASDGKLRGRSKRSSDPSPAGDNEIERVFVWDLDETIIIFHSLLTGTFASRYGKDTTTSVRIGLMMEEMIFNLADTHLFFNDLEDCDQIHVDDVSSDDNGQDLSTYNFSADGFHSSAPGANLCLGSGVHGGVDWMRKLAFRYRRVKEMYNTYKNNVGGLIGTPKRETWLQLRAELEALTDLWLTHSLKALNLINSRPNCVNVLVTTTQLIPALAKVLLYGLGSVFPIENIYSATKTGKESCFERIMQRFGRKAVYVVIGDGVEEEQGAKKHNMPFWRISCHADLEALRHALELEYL
#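 Eya2 protein (added as 0.2 uM solution) was preincubated with compound for 10 min at ambient temperature in 50 mM HEPES pH 7.5, 50 mM NaCl, 5 uM MgCl2, 0.05% BSA, 1 mM DTT. OMFP (added at 50 uM) then reacted 10 min; fluorescence read at 485/525 nm.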
# Tb PFK inh – T. brucei PFK enzyme inhibition; T. brucei PFK, ADP-Glo luminescence; Potency, µM (highest dose often 57.5 µM), for inactives: at the top dose activity, negative = inhibition, most hits filed as inhibitors; actives 0.17% (n = 330,000);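 also: potency is read from the fitted curve at half-maximal effect; 0% = uninhibited 1x PFK enzyme wells and -100% = no-enzyme wells; nearly all actives have a fitted effect of over 60% in size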
#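 PFK 1.25 nM, F6P 0.5 mM, ATP 0.1 mM, 0.1 M TEA pH 8.0, 5 mM MgCl2, 0.01% Tween20, 0.1% BSA; 45 min RT. ADP-Glo readout. qHTS titration up to 57 uM; curves fitted, compounds curve-classed.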
# PTAP TSG101 blk – blocks PTAP/TSG101 interaction to inhibit HIV-1 budding; Fluorescence polarization, FITC-PTAP peptide / Tsg101 binding; Potency, µM (series often up to 115 µM), for the others: top-dose activity change, negative = inhibition, most hits filed as inhibitors; 340,000 tested, under 10 active; AID 493005; active = well fitted inhibition curve with a large enough effect in the main read-out, with a control signal flat, not every such curve was filed as active; inconclusive = small, poorly fitted or top-dose-only effect, or effect the other way, or a change in a side signal; inactive = no such curve, though single readings can be large or run the other way; also: potency is read from the fitted curve at half-maximal effect; % of control where 0% means no effect
# Target sequence (Q99816 whole entry, looked up): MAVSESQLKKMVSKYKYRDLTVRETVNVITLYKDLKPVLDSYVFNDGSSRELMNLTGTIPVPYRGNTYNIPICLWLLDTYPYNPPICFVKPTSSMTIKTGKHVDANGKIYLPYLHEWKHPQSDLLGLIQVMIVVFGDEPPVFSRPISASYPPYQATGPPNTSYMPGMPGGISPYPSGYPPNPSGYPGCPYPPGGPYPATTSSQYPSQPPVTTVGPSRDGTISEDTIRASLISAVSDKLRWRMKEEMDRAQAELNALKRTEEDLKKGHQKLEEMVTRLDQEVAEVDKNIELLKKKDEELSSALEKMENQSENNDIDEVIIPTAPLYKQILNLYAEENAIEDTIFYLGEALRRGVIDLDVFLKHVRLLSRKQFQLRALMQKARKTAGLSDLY
#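 Fluorescence polarization binding of Tsg101 binding domain (10 uM final) to FITC-labeled PTAP peptide (50 nM final) in HEPES pH 7.5 buffer with NaCl, Tween 20, EDTA, TCEP. Compounds added before peptide; binding 20 min at RT.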
# Chronic BCR inh – inhibitors of chronic active B-cell receptor signaling | ABC-DLBCL IkBa-CBG/CBR reporter, luminescence ratio, 4 h | Potency, µM (top dose mostly 46.1 µM), without a hit: top-dose ratio change, negative = lower green/red ratio, hits mostly inhibitors | actives 0.05% (n = 340,000) | AID 493014; active = well fitted inhibition curve with a large enough effect in the signal ratio, with a control signal flat, not every such curve was filed as active; inconclusive = small, poorly fitted or top-dose-only effect, or effect the other way, or a change in a side signal; the % refers to the signal ratio;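 also: potency is read from the fitted curve at half-maximal effect; plate controls were basal doxycycline-induced cells for no effect and cells given 10 µM MG132 for full effect; MG132 reads +100%, hits lower the ratio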
#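 TMD8 human ABC-DLBCL cells with doxycycline-inducible IκBα–green luciferase fusion and unfused red luciferase, in 0.5% FBS medium; compounds up to 46 uM, 4 h at 37C. Green/red luminescence ratio, filter-overlap corrected, fitted to concentration-response curves.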
# Mito fusion act – blocks mitochondrial division or promotes mitochondrial fusion; Potency, µM (doses to about 46.1 µM), inactives show at the highest dose growth rescue (activation), actives largely listed as activators; actives 0.23% (n = 320,000); S. cerevisiae fusion-defective mutant growth rescue, CellTiterGlo 48 h;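 also: potency is read from the fitted curve at half-maximal effect; % of control where 0% means no effect; nearly all actives have a fitted effect of over 45% in size; temperature-sensitive fusion mutants such as fzo1-1 at 37 °C on non-fermentable ethanol glycerol medium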
#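 S. cerevisiae fusion-defective temperature-sensitive mutants (e.g. fzo1-1, mgm1-5) grown 48 h at 37C in YPEG (ethanol/glycerol non-fermentable) medium with 23 nl compound per well; growth rescue read as CellTiterGlo luminescence.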
# Starred values were filed as active, the others as inactive; ? = inconclusive; / = no result given; & = joins results of further samples; [ ] = another dose, or the depositor's remark. Unless noted, calls follow the shape of the dose curve; as a rule, active = well fitted curve in the direction sought with a large enough effect; inconclusive = small, poorly fitted or top-dose-only effect, or another doubt; inactive = no such curve, though single readings can be large; an effect the other way counts as inactive or inconclusive. No enrichment for hits; about 3.2% have a hit in one of these screens.
SMILES,ASM inhibitor,AT treatment,TCR act,ELG1 DNA repair,TSHR antagonist,a7 integrin act,Eya2 inh,Tb PFK inh,PTAP TSG101 blk,Chronic BCR inh,Mito fusion act
Cc1c(NC(=O)CN2C(=O)NC(CCc3ccccc3)C2=O)c(=O)n(-c2ccccc2)n1C (stereo not given),1.7%,0.5%,5.3%,0.7%,2.5,-2.2%,5.0%,-1.8%,1.2%,0.0%,-10.1%
O=C(COC(=O)CNC(=O)c1ccc(Cl)cc1Cl)NCc1ccco1,-0.2%,1.4%,-15.4%,?,28.6,7.5%,-21.4%,-2.2%,2.3%,4.1%,-0.7%
CC(C)c1ccc(C2(C)NC(=O)N(CC(=O)NC3CCCC(C)C3C)C2=O)cc1 (stereo not given),1.2%,4.4%,3.6%,4.3%,16.7,-45.9%,-10.0%,-5.7%,-10.0%,-10.1%,-5.2%
CSCCC(=O)N1CCCC(CNC(=O)c2ccc(-c3ccccc3)cc2)C1 (stereo not given),-1.0%,1.1%,-1.7%,?,-16.6,-14.0%,10.5%,0.5%,-2.3%,0.6%,1.3%
CCC(C)(C)n1nnnc1C(c1cc(OC)c(OC)c(OC)c1)N1CCN(c2ccccc2)CC1 (stereo not given),3.6%,-3.7%,-8.3%,-0.5%,0.5,-9.7%[1.53 µM],14.0%,3.4%,-2.3%,?,0.4%
CN(Cc1ccc(F)cc1)S(=O)(=O)c1nnc(NC(=O)c2ccccc2Br)s1,-21.2%,1.9%,1.8%,-7.7%,-48.9,4.8%,10.9%,-0.5%,-7.1%,18.9%&21.7%,29.9%
CCc1ccccc1NC(=S)N1CCC(NC(=O)c2ccc(OC)cc2)CC1,3.1%,1.8%[11.5 µM],3.9%,7.4%,10.7,20.6%,-2.0%,-7.1%,-0.9%,1.2%,4.3%
COc1ccccc1C1Nc2ccccc2NC2=C1C(=O)CC(C)(C)C2 (stereo not given),-0.2%,14.4%,4.5%,0.9%,5.4,10.4%,1.8%,0.2%,-1.0%,0.6%,0.0%
CC(=O)N1c2ccc(S(=O)(=O)NCCC(=O)NCCc3cccc(C)c3)cc2CC1C (stereo not given),4.2%,0.5%,2.3%,?,-6.9,-11.7%,1.1%,-3.0%,-2.8%,-16.9%,-0.8%
CSc1nc(NCc2ccco2)c2ccccc2n1,2.1%,/,-3.4%,-22.4%,-8.9,-0.1%,-18.1%,4.2%,-4.1%,6.5%,-0.7%
c1ccc(-c2nnc(-c3ccccc3)c(-c3c[nH]c4ccccc34)n2)cc1,8.0%,-5.1%,3.4%,-5.8%,-1.4,2.9%,25.6%,-7.2%,-2.2%,?,0.6%
Cc1nn(CC(=O)N(C)Cc2ccccc2)c(=O)c2cccn12,1.1%,-2.6%,0.3%,?,0.7,-6.0%,-10.1%,2.7%,3.1%,1.7%,0.9%
Cc1cc(C)nc(NC(=S)Nc2ccccc2)n1,-2.2%,2.3%,/,2.8%,7.5,1.1%,8.8%,-10.4%,-5.7%,1.7%,-9.7%
Cc1ccc(CN2C(=O)C(=O)N(CC(N)=O)C2=O)cc1,2.7%,6.8%,-1.0%,3.8%,7.7,0.0%,1.3%,1.1%,0.6%,-0.4%,-2.5%
c1cc(-c2cn(C[C@H]3CC[C@@H]([C@@H]4CC[C@H](Cn5cc(-c6ccsc6)nn5)O4)O3)nn2)cs1,0.3%,5.0%,-6.5%,-10.0%,4.4,-23.9%,0.8%,0.3%,3.5%,?,1.7%
Cc1ccc(S(=O)(=O)/N=C2/NC(=O)/C(=C/c3ccccc3)S2)cc1,12.6%,5.5%,0.9%,4.2%,-22.3,-45.0%[inhibitor],6.7%,9.6%,-10.6%,?,17.6%
C=CCn1c(N)c(C(=O)Nc2ccc(C)c(C)c2)c2nc3ccccc3nc21,7.5%,-11.8%,/,-5.9%,2.7,-23.7%,14.1%,0.0%,-3.8%,16.1%,0.6%
O=C(Nc1ncccn1)c1cccs1,0.5%,2.7%,-0.1%,12.5%,-9.3,17.2%,-6.2%,-9.9%,-4.6%,?,-3.0%
CSc1ncccc1C(=O)OCc1nc2ccsc2c(=O)[nH]1,1.1%,-7.6%,-1.2%,?,-5.6,32.7%,5.5%,-1.3%,-0.9%,-26.8%,-9.7%
COc1ccccc1N1CCN(C(=O)c2cc3c(C)nc4ccccc4c3o2)CC1,-6.7%,5.0%,0.3%,13µM*,-12.8,-55.3%[inhibitor],-0.7%,-2.2%,-1.3%,?,11.5%
CC1CCN(C(=S)c2ccc([N+](=O)[O-])cc2)CC1,1.7%,-0.6%,2.6%[46.1 µM],10.7%,-3.7,-29.4%,2.3%,-15.7%,-3.4%,12.9%,2.3%
COc1ccc(/C=C2\Sc3ccc(C(=O)N4CCN(Cc5ccccc5)CC4)cc3N(C)C2=O)cc1OC,-8.5%,-4.8%,-7.4%,23.1µM*,-18.0,-40.3%,0.8%,1.3%,-0.5%,?,?
CNC(=O)c1ccsc1NC(=O)c1ccc(S(=O)(=O)N2CCc3ccccc32)cc1,?,16.2%,-1.8%,18.4µM*,-1.0,1.0%,-2.7%,3.6%,-0.6%,?,?
O=C1c2ccccc2C(=O)N1CCC#Cc1ccc2cc(CCCO)oc(=O)c2c1,56.7%,-9.9%,5.9%,?,-7.0,6.3%,-23.3%,-1.0%,1.3%,?,/
CC(=O)c1cc2c(cc1NS(=O)(=O)c1ccccc1)OCO2,0.9%,/,2.7%,?,-2.1,-23.4%,-19.3%,2.9%,-1.6%,-4.2%,0.5%
COc1ccc2nc(SCc3cnc(C)nc3N)[nH]c2c1,2.2%,6.1%,-5.7%,14.6%,-1.0,23.7%,-9.6%,-0.8%,-3.1%,1.2%,-1.9%
COc1ccc2c(C)cc(SCC(=O)NCCN3C(=O)CSC3=O)nc2c1,-0.3%,-3.8%,-18.9%[46.1 µM],-16.0%,3.2,-17.9%,-8.0%,0.3%,-3.7%,11.3%,-3.2%
CN(Cc1nc(-c2cccs2)no1)CC(O)c1ccccc1 (stereo not given),0.1%,6.1%,1.4%,?,-1.3,9.9%,2.3%,-1.0%,2.7%,?,-1.1%
CC1CCCN(C(=O)CN2C(=O)NC3(CCCCC3C)C2=O)C1 (stereo not given),1.4%,0.0%,0.5%,28.3%,-9.6,3.0%,15.7%,0.2%,-1.3%,0.8%,-3.2%
CN1CCN(C2Cc3ccccc3Sc3ccc(Cl)cc32)CC1 (stereo not given),-8.5%,1.6%,9.2%,-2.4%,-18.6&5.0,/,-10.6%&0.7%,-10.8%,-2.2%,?,-89.5%&6.3%[inhibitor]
CS(=O)(=O)N1CCN(c2ccccc2NC(=O)CSc2ccc(Cl)cc2)CC1,-3.5%,-5.2%,-3.3%,-7.7%,-1.6,25.7%,-26.8%,24.4%,-2.7%,-1.4%,29.6%
CCN(CC)CC(C)(C)NS(=O)(=O)c1ccc(Cl)cc1,0.5%,6.9%,7.7%,-1.0%,-4.0,34.8%,4.1%,-1.1%,0.8%,1.3%,-4.3%
CCOc1ccc(-c2nc(C#N)c(N3CCN(CC)CC3)o2)cc1,3.4%,5.4%,0.7%,-2.8%,-9.5,-29.7%,0.7%,4.0%,-4.1%,-1.3%,-5.7%

# Source: PubChem BioAssay
